Screens (PubChem BioAssay)
PKA-R2B activ: PKA-R2B complex activation; P22694+P31323; actives 0.079% (n = 340,000); AID 504700; PKA-R2B holoenzyme dissociation, Cy5-IP20 fluorescence polarization; R2B truncated from residue 108, S112A mutant; 0% DMSO only, 100% 113 µM cGMP; activation, % at 11.4 µM;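 active = activation above a cutoff set at the mean over all compounds plus 3 SD, cut at about 18% in these data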;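 also: higher means more holoenzyme dissociation and a rise in polarization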
Target sequence (P31323 whole entry, looked up, other chains not shown, the tested form may be a part): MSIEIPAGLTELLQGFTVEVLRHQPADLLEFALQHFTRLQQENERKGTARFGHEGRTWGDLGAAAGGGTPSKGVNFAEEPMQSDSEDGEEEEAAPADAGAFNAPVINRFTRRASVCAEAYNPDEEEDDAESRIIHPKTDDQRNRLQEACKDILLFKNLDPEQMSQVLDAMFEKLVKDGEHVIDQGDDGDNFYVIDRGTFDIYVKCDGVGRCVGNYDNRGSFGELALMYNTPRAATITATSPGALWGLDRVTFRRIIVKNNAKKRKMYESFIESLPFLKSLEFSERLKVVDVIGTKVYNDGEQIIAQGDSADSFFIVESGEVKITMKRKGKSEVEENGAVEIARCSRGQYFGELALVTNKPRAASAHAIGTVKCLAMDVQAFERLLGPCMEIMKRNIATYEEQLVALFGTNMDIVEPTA
OPRM1-OPRD1 inv: mu-delta opioid heterodimer inverse agonism. P35372+P41143. cell-based MOR-DOR heterodimer luminescence. inhibition, % at 9.3 µM. actives 0.21% (n = 340,000); in the data active = inhibition above about 22%, passing the limit was not always enough;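 also: 0% = cells with DMSO and 100% = wells without cells with DMSO; values of inactives mirror those of a sister screen read the other way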
DSG3 Ab inh: inhibitors of pemphigus antibody binding to human desmoglein-3. DSG3-coupled beads, scFv-anti-DSG3-GFP binding, flow cytometry; stronger effect = lower value. binding (percent of control), % at 10 µM. actives 0.48% (n = 310,000). AID 588358;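 active = binding more than 3 SD below its plate's average and above zero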;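 also: hits lower antibody fragment binding to DSG3; some compounds called inactive have numbers as strong as hits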
V-ATPase pH: alters yeast V-ATPase proton transport | actives 0.37% (n = 350,000) | S. cerevisiae, pHLuorin cytosolic pH fluorescence | response, % at 10 µM; in the data active = response mostly above about 7.3%, no sharp cut-off; inactive = mostly below about 5.4%; also: actives read high; inactives centre near 0; some compounds called inactive have numbers as strong as hits; reference of the scale not given here
HTR5A ag: counter-screen for OPRM1-OPRD1 agonists: human HTR5A agonism; P47898; HTR5A agonist assay, luminescence, cell-based; activation, % at 9.3 µM; actives 0.61% (n = 340,000); AID 504692; in the data active = activation mostly above about 9.5%, no sharp cut-off; inactive = mostly below about 7.6%;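 also: 0% = cells with vehicle only and 100% = reference agonist; strong numbers were not always called active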
Target sequence (P47898 whole entry, looked up): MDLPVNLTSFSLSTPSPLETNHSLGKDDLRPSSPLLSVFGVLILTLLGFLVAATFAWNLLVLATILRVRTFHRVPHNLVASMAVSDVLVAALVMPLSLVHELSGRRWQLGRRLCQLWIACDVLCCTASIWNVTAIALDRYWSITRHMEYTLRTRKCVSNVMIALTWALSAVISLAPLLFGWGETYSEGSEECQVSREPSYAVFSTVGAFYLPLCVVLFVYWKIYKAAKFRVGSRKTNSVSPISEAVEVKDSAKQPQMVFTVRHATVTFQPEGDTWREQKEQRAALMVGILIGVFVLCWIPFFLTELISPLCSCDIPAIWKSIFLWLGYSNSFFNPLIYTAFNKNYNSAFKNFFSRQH
DAGLB inh: diacylglycerol lipase beta (human) inhibition. HEK293T DAGLB membrane lysate, EnzChek fluorogenic substrate. inhibition, % at 5.17 µM. actives 0.059% (n = 340,000). AID 504411; in the data active = inhibition above about 34%;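 also: 0% = enzyme with vehicle and 100% = wells lacking enzyme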
OPRM1-OPRD1 ag: agonists of human mu-delta opioid receptor heterodimerization | cells, OPRM1-OPRD1 heterodimerization, luminescence | P35372+P41143 | AID 504326 | actives 0.3% (n = 340,000) | activation, % at 9.3 µM; in the data active = activation above about 18%;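 also: 0% = vehicle-treated cells and 100% = reference agonist; values of inactives mirror those of a sister screen read the other way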
HTR5A inv ag: inverse agonist of human HTR5A in OPRM1-OPRD1 counter-screen; P47898; HTR5A cell line, luminescence, inverse agonism; inhibition, % at 9.3 µM; actives 0.083% (n = 340,000); AID 504634; in the data active = inhibition mostly above about 23%, no sharp cut-off; inactive = mostly below about 18%;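 also: 0% = cells with DMSO and 100% = no-cell wells with DMSO; some compounds called inactive have numbers as strong as hits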
PKA-R1A act: activates the PKA-R1A holoenzyme complex; P00514+P68181; PKA-R1A dissociation, Cy5-IP20 fluorescence polarization; scaled: DMSO 0%, 113 µM cGMP 100%; activation, % at 11.4 µM; actives 0.083% (n = 340,000); AID 504707;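 active = percent activation above the mean of all tested compounds plus 3 SD, cut at about 19% in these data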;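 also: higher means more PKAc released from R1A so a rise in polarization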
Arr AP2 block: human beta-arrestin and AP2 interaction inhibition; inhibition, % at 10 µM; FITC-arrestin peptide / GST-AP2 beads, flow cytometry; AP2 beta2 appendage carries R879A mutation; actives 0.31% (n = 340,000);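 active = inhibition above a set limit, near 3 SD of compounds lacking own fluorescence, cut at about 54% in these data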;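 also: plate controls were DMSO wells for no effect and 5 µM unlabelled arrestin peptide for full effect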
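System: GST-AP2 R879A bound to glutathione beads, E. coli-expressed. Also added: 50 nM FITC-arrestin peptide. Schedule: compound with beads 12 min RT, then probe 1 h RT. Signal: bead flow cytometry, FITC channel. Read-out basis: percent response.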
Numbers without * were called inactive; / = no result given; & = joins results of further samples.

SMILES	PKA-R2B activ	OPRM1-OPRD1 inv	DSG3 Ab inh	V-ATPase pH	HTR5A ag	DAGLB inh	OPRM1-OPRD1 ag	HTR5A inv ag	PKA-R1A act	Arr AP2 block
COc1ccc(OCCSc2ncnc3nc[nH]c23)cc1	-3	-7	96	9	4	0	1.2	-10	-4	7
CCOc1ccc(NC(=S)NC(C)C(c2ccccc2)N2CCN(C)CC2)cc1 (stereo not drawn)	-2	6	111	-4	-2	0	-1.3	4	2	8
Cc1ccc(Nc2nnc(SCC(=O)NC(Cc3c[nH]c4ccccc34)C(=O)O)s2)cc1 (stereo not drawn)	10	3	116	1	2	7	-0.7	-2	1	33
CC1=C(C(=O)OCc2ccccc2)C(c2ccco2)C2=C(CC(C)(C)CC2=O)N1 (stereo not drawn)	-4	18	110	1	0	-4	-4.0	-6	-10	31
c1coc(C2Nc3ccccc3C3OCCC23)c1 (stereo not drawn)	-9	-4	/	4	2	-1	0.8	-26	-11	-3
CCN1CCN(C(=S)c2ccc(OC)cc2)CC1	15	12	113	-1	-1	2	-2.5	3	-6	-21
CSc1cccc(NC(=O)Nc2ccccc2)c1	-10	10	98	4	2	1	-1.8	-27	-8	11
NC(=O)N/N=C/c1ccccc1OC(=O)c1ccccc1Br	0	10	110	-1	0	-2	-2.1	3	1	5
CC(=O)c1cc2c(cc1NC(=O)CSc1ncccn1)OCO2	5	/	103	2	/	1	/	/	0	/
CCS(=O)(=O)N1CCC(C(=O)Oc2ccc(C)c(C)c2)CC1	0	14	118	-6	3	-3	-3.0	-12	3	1
OCCCn1c(CCNc2nc(-c3ccc(F)cc3)cs2)nc2cc(C(F)(F)F)ccc21	-14	-3	106	0	2	1	0.6	-6	-6	-5
CN(Cc1ccccc1)S(=O)(=O)c1ccccc1Br	4	13	100	1	-1	-8	-2.7	2	-11	1
C=CCC1c2cccc(C(=O)O)c2C(=O)N1c1cccc(OC)c1 (stereo not drawn)	-3	8	108	2	1	0	-1.5	24	-14	-6
O=C(O)C1CC(c2ccccc2)=NO1 (stereo not drawn)	1	16	121	-2	-2	2	-3.5	-5	-4	-5
COc1cc(NC(=O)CCc2c(C)noc2C)c(C(=O)O)cc1OC	4	/	103	-2	/	-3	/	/	3	/
COC(CCN(C)C)(c1ccccc1)c1ccccc1	-9	-7	103	-3	-1	0	1.2	21	2	6
COc1ccc(NCc2n[nH]c(=O)c3ccccc23)cc1	3	5	104	3	3	0	-0.9	-9	3	1
CC1(c2ccc3noc(-c4cccc(F)c4)c3c2)OCCO1	15	-61	112	2	11*	-6	13	-26	-7	-12
OC(CNCC1CCCO1)COc1ccc(OCC(O)CNCC2CCCO2)cc1 (stereo not drawn)	13	14	95	0	2	2	-2.4	-15	-1	9
Cc1cc(=O)n2[nH]c(-c3ccc(F)cc3)nc2n1	-2	14	78	4	-2	-1	-2.5	-16	2	4
CCCC1C2C(=O)N(c3cccc(C)c3)C(=O)C2ON1c1ccccc1 (stereo not drawn)	-8	15	111	-2	-3	-3	-2.9	-8	-5	3
CC(=Nc1ccccc1)Nc1ccccc1	-9	7	78	3	0	-3	-1.2	-4	-4	-1
CCOc1ccc(-c2nnc(SCC(=O)Nc3cc(C)on3)o2)cc1	-9	-20	113	0	-3	-2	4.2	7	5	4
COc1ccc(C)cc1NC(=O)Cc1c(C(=O)O)n(C)c2ccccc12	-6	20	95	-1	4	4	-4.5	-16	-12	-12
COc1ccc(CN(C)CCCn2ccc(N)nc2=O)cc1OC	-3	/	109	1	/	0	/	/	-13	/

11 of these compounds, set out differently:
canonical_smiles,PKA-R2B activ,OPRM1-OPRD1 inv,DSG3 Ab inh,V-ATPase pH,HTR5A ag,DAGLB inh,OPRM1-OPRD1 ag,HTR5A inv ag,PKA-R1A act,Arr AP2 block
COc1ccc(OCCSc2ncnc3nc[nH]c23)cc1,-3,-7,96,9,4,0,1.2,-10,-4,7
CCOc1ccc(NC(=S)NC(C)C(c2ccccc2)N2CCN(C)CC2)cc1 (stereo not drawn),-2,6,111,-4,-2,0,-1.3,4,2,8
Cc1ccc(Nc2nnc(SCC(=O)NC(Cc3c[nH]c4ccccc34)C(=O)O)s2)cc1 (stereo not drawn),10,3,116,1,2,7,-0.7,-2,1,33
CC1=C(C(=O)OCc2ccccc2)C(c2ccco2)C2=C(CC(C)(C)CC2=O)N1 (stereo not drawn),-4,18,110,1,0,-4,-4.0,-6,-10,31
c1coc(C2Nc3ccccc3C3OCCC23)c1 (stereo not drawn),-9,-4,/,4,2,-1,0.8,-26,-11,-3
CCN1CCN(C(=S)c2ccc(OC)cc2)CC1,15,12,113,-1,-1,2,-2.5,3,-6,-21
CSc1cccc(NC(=O)Nc2ccccc2)c1,-10,10,98,4,2,1,-1.8,-27,-8,11
NC(=O)N/N=C/c1ccccc1OC(=O)c1ccccc1Br,0,10,110,-1,0,-2,-2.1,3,1,5
CC(=O)c1cc2c(cc1NC(=O)CSc1ncccn1)OCO2,5,/,103,2,/,1,/,/,0,/
CCS(=O)(=O)N1CCC(C(=O)Oc2ccc(C)c(C)c2)CC1,0,14,118,-6,3,-3,-3.0,-12,3,1
OCCCn1c(CCNc2nc(-c3ccc(F)cc3)cs2)nc2cc(C(F)(F)F)ccc21,-14,-3,106,0,2,1,0.6,-6,-6,-5

(listing goes on)
SMILES	PKA-R2B activ	OPRM1-OPRD1 inv	DSG3 Ab inh	V-ATPase pH	HTR5A ag	DAGLB inh	OPRM1-OPRD1 ag	HTR5A inv ag	PKA-R1A act	Arr AP2 block
CCCCCc1nnc(NC(=O)C2COc3ccccc3O2)s1 (stereo not drawn)	-1	18	/	-2	2	3	-3.8	-5	7	13
CCN=C1SC(CC(=O)NC(C)c2ccccc2)C(=O)N1CC (stereo not drawn)	0	21	90	1	1	-1	-4.3	-2	-4	0
Cc1cccc(N=C2CSC(=O)N2)c1	4	16	98	1	2	-3	-3.5	-4	-2	-5
CC(=O)Nc1c(OC(C)=O)ccc2c(C)cc(=O)oc12	-8	5	126	2	7	0	-0.8	11	2	9
CCCCCCCCOc1ccc(C(=O)O)cc1	7	5	105	4	1	3	-1.0	-5	6	-4
COc1ccc(OC)c(NC(=O)COC(=O)CCc2nc3ccccc3c(=O)[nH]2)c1	-10	18	140	1	3	-1	-3.4	-12	-4	-5
CCOc1ccc(CN2CCN(Cc3ccc4cc(F)ccc4n3)CC2CCO)cc1 (stereo not drawn)	-12	-17	117	5	4	-1	3.3	-12	-11	13
O=C(COC(=O)Cn1cc(C(F)(F)F)ccc1=O)Nc1ccc(Br)cc1F	-4	-10	101	-1	-9	-1	1.5	21	16	-9
Cc1ccc(NC(=S)N2CCCCC2CO)cc1C (stereo not drawn)	-1	19	97	-1	4	-2	-3.6	14	-8	6
CC1(C)Cc2c(sc(NC(=O)/C=C/C(=O)O)c2C#N)CO1	-6	11	91	3	-3	2	-2.0	7	0	39
CC1(C)C2CCC(C2)C1(C)NC(=O)CN1CCCC1 (stereo not drawn)	3	3	100	1	0	-5	-0.6	1	-5	1
CN1CCN(C(=O)c2cnn(-c3ccccc3)c2NC(=O)c2ccc([N+](=O)[O-])cc2)CC1	-4	-16	97	-1	8	0	2.3	-1	0	24
COc1ccc(-c2nnc(SC(C)C(=O)Nc3nccs3)n2Cc2ccccc2)cc1OC (stereo not drawn)	7	9	89	6	4	1	-1.8	3	-16	3
COC(=O)/C=C1\S/C(=N/N=C/c2ccc(Cl)cc2)NC1=O	-8	13	111	2	-2	7	-2.5	-2	-1	3
O=[N+]([O-])c1ccc(N2CCN(S(=O)(=O)c3ccccc3)CC2)cc1N1CCc2ccccc2C1	1	21	101	1	0	1	-4.3	-17	-21	-3
CCc1cc2c(=O)n(CCC(C)C)c(=S)[nH]c2s1	-3	13	103	3	-1	2	-2.7	19	0	13
CC(C)(C)C(=O)NC(=S)Nc1ccc(C(F)(F)F)cc1	-6	-16	105	1	6	-9	3.1	35	-14	-14
CCOC(=O)C1=C(C)Nc2nc(SCC(=O)OC)nn2C1c1cc(F)cc(F)c1 (stereo not drawn)	2&-1	-22&-3	96&101	7&-1	1&4	-3&-1	5.1&0.6	-4&8	0&-9	16&1
COc1ccc2nc(NC(=O)CSCc3c(C)noc3C)sc2c1	2	2	97	-2	1	4	-0.4	-19	-4	-8
Cc1cc(C(=O)CSc2nnc(N)s2)c(C)n1C1CC1	-3	3	101	3	-2	2	-0.4	5	-3	2
COCCN1C(=O)c2ccccc2C(C(=O)Nc2ccc3c(c2)OCCO3)C1c1ccc(F)cc1 (stereo not drawn)	-3	6	97	0	-3	-2	-1.1	-15	0	-4
Cc1ccc2[nH]c(=O)c(CNS(=O)(=O)c3ccccc3)c(-c3ccccc3)c2c1	-3	-16	102	-1	2	4	3.1	-9	-11	-2
Cc1ccc(CN2CCC(C(=O)c3ccc(F)cc3)CC2)cc1	-13	/	99	7	/	-3	/	/	-5	/
CCOC(=O)C1=C(C)SC2=NS(=O)(=O)CCN21	5	-2	105	-1	3	1	0.4	-8	-14	-10
Cc1c(NC(=O)c2cc(-c3ccccc3)nc3ccccc23)c(=O)n(-c2ccccc2)n1C	-12	-4	100	-2	4	2	0.7	-14	0	3

Going on with the list.
SMILES	PKA-R2B activ	OPRM1-OPRD1 inv	DSG3 Ab inh	V-ATPase pH	HTR5A ag	DAGLB inh	OPRM1-OPRD1 ag	HTR5A inv ag	PKA-R1A act	Arr AP2 block
Cc1c(C(=O)O)oc2ccc(S(=O)(=O)NCc3ccc(F)cc3)cc12	1	7	99	0	4	-1	-1.3	-39	-6	1
COc1ccccc1C(=O)Nc1ccccc1N1CCN(S(C)(=O)=O)CC1	-7	9	108	-1	5	0	-1.6	-14	-10	1
CC(NC(=O)CCC(=O)c1ccc(F)cc1)C1CC2CCC1C2 (stereo not drawn)	0	1	123	0	0	-1	-0.2	0	-13	16
Cc1cc(C(=O)Nc2ccc(N3CCOCC3)c3nonc23)ccc1[N+](=O)[O-]	0	14	101	1	0	12	-2.3	-13	7	-9
Cc1c(Cl)cccc1NC(=S)NCc1cccn1C	-3	4	104	3	3	0	-0.8	-10	-11	12
Nc1n[nH]c2cc(=O)n(-c3cccc(C(F)(F)F)c3)nc12	-2	12	96	-4	-2	3	-2.3	6	-2	22
CCSc1cnn(-c2ccccc2)c(=O)c1SCC	3	12	121	3	0	3	-2.1	-14	-9	-4
Cc1noc(C)c1C(=O)N1CC(C)OC(C)C1 (stereo not drawn)	0	16	/	-5	-1	-2	-3.9	2	-10	-4
